Screening results: PubChem BioAssay, NCI
mec2-1: NCI yeast anticancer drug screen, S. cerevisiae mec2-1 strain | growth inhibition, % at 50 µM | actives 9% (n = 79,000);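 note: 0% = growth of vehicle-only cultures of the same strain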
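mec2-1 yeast strain, carrying an alteration in DNA damage repair or cell cycle control, was exposed to compounds; growth inhibition was measured relative to vehicle-treated controls.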
sgs1 mgt1: NCI yeast anticancer drug screen, S. cerevisiae sgs1 mgt1 strain; actives 10% (n = 78,000); AID 161, 2004; % growth inhibition at 50 µM;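 note: 0% = growth of vehicle-only cultures of the same strain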
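Genetically altered yeast, compound exposure, growth inhibition relative to vehicle.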
bub3: NCI yeast anticancer drug screen, S. cerevisiae bub3 mutant strain; actives 9.9% (n = 78,000); growth inhibition, % at 50 µM; AID 167, 2004;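 note: 0% = growth of vehicle-only cultures of the same strain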
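Whole-cell yeast assay. The mutant strain was incubated with compounds, and growth inhibition was determined by comparison with vehicle-treated cells.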
yeast rad50: NCI yeast anticancer drug screen, S. cerevisiae rad50 strain. % growth inhibition at 50 µM. actives 10% (n = 79,000);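 note: 0% = growth of vehicle-only cultures of the same strain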
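Growth of the mutant yeast was measured after compound exposure and referenced to vehicle-treated cultures.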
yeast cln2 rad14: NCI yeast anticancer drug screen, S. cerevisiae cln2 rad14 strain | % growth inhibition at 50 µM | AID 165, 2004 | actives 8.3% (n = 78,000);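 note: 0% = growth of vehicle-only cultures of the same strain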
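Relative to vehicle controls, growth inhibition of compound-treated cln2 rad14 yeast was recorded.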
mlh1 rad18: NCI yeast anticancer drug screen, S. cerevisiae mlh1 rad18 strain; % growth inhibition at 50 µM; actives 11% (n = 79,000);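 note: 0% = growth of vehicle-only cultures of the same strain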
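Steps: expose repair-defective yeast to compound; measure growth; express inhibition against vehicle-treated controls.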
* marks the source's active call; other numbers are inactive results; nt = not tested or not shown; & = joins results of further samples. Cut-off read from the data, not from the text of the source: active = growth inhibition above about 70%; inactive = the rest.

SMILES	mec2-1	sgs1 mgt1	bub3	yeast rad50	yeast cln2 rad14	mlh1 rad18
COc1ccc(C2=CC3=CCC4C(CCC5(C)C(O)CCC45)C3(C)CC2)s1 (centres undefined)	12	30	0	19	-1	26
CC(Cl)CN(CC(C)Cl)c1ccc2c(c1)Cc1cc([N+](=O)[O-])ccc1-2 (centres undefined)	6	34	4	10	26	13
c1ccc2c(c1)cc1ccc3cccc4ccc2c1c34	-15	7	14	-7	16	10
O=NNc1cc(=O)[nH]c(=O)[nH]1	-4	-4	-8	5	-39	-6
CC12CCC3C(CCC4Cc5nc6nnnn6cc5CC43C)C1CCC2O (centres undefined)	41	51	54	55	30	47
OC(Cc1ccncc1)C(Cl)(Cl)Cl (centres undefined)	-20	13	-4	34	15	-5
CCOC(=O)Oc1c(Cl)cc(S(=O)(=O)F)cc1Cl	100*	100*	100*	100*	100*	100*
COP(=S)(OC)N(C)C(=O)Oc1cccc2ccccc12	39	60	61	49	56	81*
C[Si](C)(C)C#CC#C[Si](C)(C)C.[Ni].[Ni].[Ni].[Ni].[c-]1[c-][c-][cH-][c-]1.[c-]1[c-][c-][cH-][c-]1.[c-]1[c-][c-][cH-][c-]1.[c-]1[c-][c-][cH-][c-]1	6	-5	-3	12	9	-6
CCCCCCCCCCCCCCCCOc1ccccc1CNc1cccc(S(=O)(=O)F)c1	-35	-21	-29	-37	7	-28
C[n+]1c(/C=C/c2ccc(O)c(O)c2)[se]c2ccccc21	71*	83*	56	78*	67	77*
CCN(CC)CC(O)c1cc(Cl)cc(Cl)c1Cl (centres undefined)	-8	13	24	4	8	10
Cc1ccc(NC(=O)c2cc3ccccc3cc2O)c(C)c1	-16	21	18	17	9	22
CCOP(=S)(Oc1ccccc1[N+](=O)[O-])c1ccccc1 (centres undefined)	7	13	19	7	26	10
CC(=O)C(CN(C)C)C(c1ccccc1)c1c(O)c2ccccc2oc1=O (centres undefined)	54	71*	60	66	64	64
CC(=O)C1CCC2C3CCC4CC(O)CCC4(C)C3CCC12C (centres undefined)	-59	17	10	6	27	-7
CCCCCCNCCc1cnc[nH]1	3	15	3	13	18	-69
C#CCC1(OC(N)=O)CCCCC1	15	-1	4	19	-38	-17
Cc1cc(C)cc(C(O)(C(=O)O)c2ccccc2)c1 (centres undefined)	-5	-5	-6	-1	6	-5
O=C(O)C(F)(F)F.O=C(O)C(F)(F)F.O=C(O)C(F)(F)F.O=C(O)C(F)(F)F.[Rh].[Rh]	17	22	21	27	21	28
O=N[O-].O=N[O-].[Co].[NH2-].[NH2-].[NH2-].[NH2-]	-12	-4	2	0	-14	27
Cc1c[nH]c2c1C13CC1CN(C(=O)c1cc4cc(NC(=O)c5cc6ccccc6o5)ccc4[nH]1)C3=CC2=O (centres undefined)	91*	90*	90*	85*	88*	89*
N#Cc1ccc(N=Cc2c([O-])ccc3ccccc23)cc1.[C-]#[O+].[C-]#[O+].[Ir]	59	62	75*	83*	50	76*
N#CCC[CH2][Sn]([Br])([Br])[c]1ccccc1	80*	6	89*	44	35	36
CC[O-].CC[O-].O=C([CH-]C(=O)c1ccccc1)c1ccccc1.O=C([CH-]C(=O)c1ccccc1)c1ccccc1.[Ti+4]	31	29	53	34	nt	26
Cc1ccc2ccccc2c1NC1=NCCO1	-11	-6	12	-16	17	-10
COc1cc2c(c(OC)c1OC)-c1ccc(O)c(=O)cc1[C@@H](NC(C)=O)CC2	35&2	55	63	44&24	35	-13&23
S=c1[nH]c2ccccc2[nH]1.[Zn+2]	10	18	-21	13	10	-5
CC(=O)Nc1ccc(NN=O)cn1	5	-16	-38	41	-8	12
Cc1c(S(=O)(=O)F)ccc(O)c1[N+](=O)[O-]	-8	16	-13	4	-59	-8

One compound at a time, from the list above. Values in the order: mec2-1, sgs1 mgt1, bub3, yeast rad50, yeast cln2 rad14, mlh1 rad18
CC[O-].CC[O-].O=C([CH-]C(=O)c1ccccc1)c1ccccc1.O=C([CH-]C(=O)c1ccccc1)c1ccccc1.[Ti+4] across the screens: 31, 29, 53, 34, nt, 26
N#CCC[CH2][Sn]([Br])([Br])[c]1ccccc1 across the screens: 80*, 6, 89*, 44, 35, 36
CC(=O)Nc1ccc(NN=O)cn1 across the screens: 5, -16, -38, 41, -8, 12

The list goes on:
SMILES	mec2-1	sgs1 mgt1	bub3	yeast rad50	yeast cln2 rad14	mlh1 rad18
N=C(N)SCc1ccccc1 (tested in a mixture with another compound)	16&-1&-38&-1	9&13&-10&-6	2&9&-4&4	15&9&0&9	6&-15&21&-18	27&8&-4&3
Cc1nc2cccc(F)c2c(=O)n1-c1nnc(C2CC2)s1	-24	-20	-41	-29	14	-9
O=C(O)C(O)(c1ccccc1)C1CCCCC1 (centres undefined)	5&-20	-9&-2	1&-31	8&1	-8&19	-3&-2
Oc1ccc(Cl)cc1CN1CCN(Cc2cc(Cl)ccc2O)CC1	18	5	4	15	8	30
C1=C/CCC2NC2C/C=C/CCC/1 (centres undefined)	-20	-11	-23	-7	-18	-20
CCC12CCCN3CCC4(c5cccc(O)c5NC4CC1)C32 (centres undefined)	-15	nt	nt	8	nt	2
CCCCCCCCCCCCN=C(N)N	99*	99*	99*	99*	99*	98*
CN(C(=O)COc1ccc([N+](=O)[O-])cc1Cl)c1ccc(S(=O)(=O)F)cc1	-2	-11	1	14	-10	16
C/C=C/c1cc(OC)c(OC)c(OC)c1	7	18	-23	-17	-21	-36
O=c1c2cc(Br)cc(Br)c2nc(CCCl)n1-c1ccc(O)c([N+](=O)[O-])c1	16	-10	-8	-2	16	-1
ClCCN(CCCl)c1ccc(C2=Nc3cccc4cccc(c34)N2)cc1	10	7	-8	4	0	5
CC(NC1=NCCO1)c1cccc2ccccc12 (centres undefined)	-6	-10	-20	-6	-45	-3
COC(=O)CCP(CCC(=O)OC)c1ccccc1	-11	-7	-5	-4	-11	1
CC(C)(C)C(Br)C(=O)NC(N)=O (centres undefined)	0	-19	-12	-8	82*	16
NC(=O)c1cccc([As]=O)c1 (centres undefined)	17	14	1	-11	-19	-18

Ordered by SMILES length (falling): part of the list above.
SMILES	mec2-1	sgs1 mgt1	bub3	yeast rad50	yeast cln2 rad14	mlh1 rad18
Oc1ccc(Cl)cc1CN1CCN(Cc2cc(Cl)ccc2O)CC1	18	5	4	15	8	30
Cc1nc2cccc(F)c2c(=O)n1-c1nnc(C2CC2)s1	-24	-20	-41	-29	14	-9
COC(=O)CCP(CCC(=O)OC)c1ccccc1	-11	-7	-5	-4	-11	1
CC(NC1=NCCO1)c1cccc2ccccc12 (centres undefined)	-6	-10	-20	-6	-45	-3
C/C=C/c1cc(OC)c(OC)c(OC)c1	7	18	-23	-17	-21	-36
CCCCCCCCCCCCN=C(N)N	99*	99*	99*	99*	99*	98*

More compounds follow:
SMILES	mec2-1	sgs1 mgt1	bub3	yeast rad50	yeast cln2 rad14	mlh1 rad18
O=C(CCCc1ccc(N(CCCl)CCCl)cc1)NCC(O)C(O)C(O)C(O)CO (centres undefined)	-5	-17	36	-7	10	-10
CC(C)=NNC1=NC(C)(C)P(=O)(NNc2ncccn2)S1 (centres undefined)	-7	-2	-12	-8	-14	-13
CC(=O)Nc1nc(CCl)cs1	-1	14	27	12	6	10
O=c1c[n+](-c2ccc[nH+]c2)[nH]o1.[Cl][Hg][Cl]	99*	99*	99*	99*	99*	99*
CCCN(CCC)N=O	-5	33	1	-39	-20	-1
O=C1C=C(CN(CCCl)CCCl)C(=O)C=C1CN(CCCl)CCCl	26	35	2	15	8	74*
CCCCOC(=O)c1ccccc1C(=O)OCc1ccccc1	-12	-3	3	-3	-44	-5
Nc1ncnc2c1ncn2C1OC(COC2C(CO)OC(OC(C(=O)O)C(O)C(OP(=O)(O)O)C(O)C(=O)O)C(O)C2O)C(O)C1O (centres undefined)	-9	-21	25	15	2	10
CP1(=O)CC23CCCCC2(C1)O3 (centres undefined)	-30	-3	-15	2	-44	-8
[Au+].[Au+].[Au+].[c-]1nccn1Cc1ccccc1.[c-]1nccn1Cc1ccccc1.[c-]1nccn1Cc1ccccc1	88*	89*	84*	77*	89*	91*
OC1CCCC2CCC[N-]C12.OC1CCCC2CCC[N-]C12.[O]=[V][OH] (centres undefined)	90*	91*	91*	87*	80*	87*
CCOP(=O)(OCC)O/N=C(/C)c1ccc(C(F)(F)F)cc1	39	17	1	55	17	4
NC(=S)N=C(N)N	-4	-6	8	12	-10	10
Cc1coc2c1CCC(C)C2 (centres undefined)	-25	-6	2	-7	2	-6
CC(Br)C(=O)C(CC(C)N(C)C)(c1ccccc1)c1ccccc1 (centres undefined)	7	5	10	14	22	33
N#CCCCCCBr	-19	23	18	1	11	19
O=C(NCCO)c1cc([N+](=O)[O-])cc([N+](=O)[O-])c1	-4	-1	-12	-38	-26	3
CC1=C(\C=C/C(C)=C/C=C/C(C)=C/C=C/C=C(C)\C=C\C=C(C)/C=C/C2=C(C)CCCC2(C)C)C(C)(C)CCC1	9	27	37	29	26	45
CN(C(=O)Oc1cccc2ccccc12)[Si](C)(C)C	-6	-1	4	5	-7	11
C/C1=C\[C@@H](O)C(=O)/C=C/C=C\c2csc(n2)[C@@H](C)NC(=O)C[C@@]2(CC1)S(=O)SC(=O)[C@]2(C)O (some centres undefined)	92*	92*	90*	92*	89*	85*
CN(C)N=C(N)N	0	-5	-29	2	-44	14
C[C@H](N)C(=O)N[C@@H]1[C@H]2C(=C(O)C[C@@H](O)[C@@H]2O)C(=O)O[C@]1(C)C(Cl)Cl	13	7	31	17	45	27
CCC1(CC)C(=O)N(C)P(=O)(Oc2ccccc2)N(C)C1=O	15	9	7	6	2	5
CC(=O)CCC(=O)O.[Ni]	0	-7	-8	-37	-27	2
N#C[S-].[Nd+3].c1cnc2c(c1)ccc1cccnc12.c1cnc2c(c1)ccc1cccnc12.c1cnc2c(c1)ccc1cccnc12	95*	94*	93*	93*	94*	93*
CC/C=C/C1(C(C)C)C(=O)NC(=O)NC1=O (tested in a mixture with another compound)	0	5	0	15	-27	14
COc1cc(S(=O)(=O)F)ccc1NC(=O)/C=C/c1ccc([N+](=O)[O-])cc1	-24	11	2	-11	-41	-25
O=[N+]([O-])c1ccc2c[n+]3ccccc3cc2c1	5	36	4	80*	-17	62
Nc1cc(S(=O)(=O)F)cc(Cl)c1O	-4	15	23	25	-61	25
CN1C2CC(=O)CC1[C@H](O)[C@@H]2O	-1	9	8	-2	19	27
O=P(O)(O)c1ccccc1P(=O)(O)O	13	0	-8	-1	-7	-12
COP1(=O)OC(C)=C(C)c2cccn21 (centres undefined)	-9	0	18	-6	-41	-13
CC(NC(=O)c1ccccc1)N(C)[N+](=O)[O-] (centres undefined)	4	2	5	-4	-13	-6
CNCCc1cccs1	-6	1	6	-28	-29	5
CNC(=O)Oc1ccccc1/C=N\Sc1ccc(Cl)cc1	99*	99*	99*	97*	83*	99*
O=C1/C(=C\c2cc3ccccc3c3ccccc23)N2CCC1CC2	-10	-12	-3	11	-7	1

A portion of the library; the hit share may differ from the screen's.
